Screens deposited in PubChem BioAssay by National Center for Advancing Translational Sciences (NCATS).
ATXN viability: cell viability loss in ATXN counter-screen; S2 cells (HEK-293 line with an ATXN2-luciferase reporter) viability, CellTiter-Fluor protease fluorescence, 24 h; Potency, µM (highest dose often 56.7 µM), actives largely listed as cytotoxic; 0.49% of 400,000 active; AID 651635; further: potency means the concentration at half of the fitted maximal effect; nearly all actives have a fitted effect of over 40% in size
CCT chaperon mod: modulators of cytosolic chaperonin (CCT/TRiC) activity; purified chaperonin ATPase assay, HTRF ADP detection, 30 min; activity change, % (test concentration not listed), hits read low; 0.3% of 360,000 active; AID 651819; in the data active means activity change below about -30%; further: on the % scale 0 is the no-effect control and ±100 the full control effect
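First, chaperonin was dispensed at 40 nM or 20 nM final depending on batch activity. Next, compounds were pinned at 76 uM and ATP added at 10 uM. After 30 min at 37 °C, ADP detection reagents ran 30 min at ambient temperature.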
Nrf2 block: blocks Nrf2 signaling | A549 ARE-Fluc reporter, luciferase luminescence, 18-24 h | Potency, µM (highest dose often 46 µM), for inactives: top-dose activity change, negative = inhibition, usual class: inhibitors | 2.1% of 360,000 active; further: potency means the concentration at half of the fitted maximal effect; on the % scale 0 is the no-effect control and ±100 the full control effect; nearly all actives have a fitted effect of over 60% in size
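A549 ARE_Fluc cells (5000/well, 5% FBS OPTI-MEM) pre-incubated 2 h, then treated with compounds 18-24 h at 37C/5% CO2 in concentration-response. CellTiter-Fluor viability read first; BugLite luciferase luminescence after 15 min at room temperature gives Nrf2 activity.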
A549 viability: kills or reduces viability of A549 cells in Nrf2 counter-screen. A549 ARE-Fluc cells, CellTiter-Fluor viability, 18-24 h. Potency, µM (highest dose often 46 µM), without a hit: top-dose activity change, negative = cytotoxicity, most hits filed as inhibitors. 0.16% of 390,000 active; further: potency means the concentration at half of the fitted maximal effect; on the % scale 0 is the no-effect control and ±100 the full control effect
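A549 ARE_Fluc cells in 5% FBS OPTI-MEM were exposed to compounds in concentration-response for 18-24 h at 37 deg C. Viability was read by CellTiter-Fluor fluorescence (Ex 405/Em 525) after 30 min, before the luciferase read.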
Akt phos inh: inhibitors of Akt phosphorylation; Neuro2A IGF-stimulated pAkt S473 HTRF, 20 min; hits give low values; 0.32% of 360,000 active; activity change, % for hits at 50 µM; in the data active means activity change below about -80%; inconclusive means mostly about -51% to -80%; further: on the % scale 0 is the no-effect control and ±100 the full control effect
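Neuro2A cells (4,500/well, DMEM with 0.5% FBS) were treated with compound at a single 50 µM final concentration, stimulated with 6 nM IGF for 20 min at 37 °C, and lysed. Phospho-Akt Ser473 was read by HTRF as 665/615 ratio ×10^4.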
Mm-Cpn inhibitor: blocks the Methanococcus maripaludis chaperonin Mm-Cpn | purified Mm-Cpn ATPase, ADP Transcreener TR-FRET | Potency, µM (titrated, usually from 76.9 µM), inactives show top-dose activity, negative = inhibition, actives largely listed as inhibitors | 0.031% of 330,000 active; further: potency means the concentration at half of the fitted maximal effect; on the % scale 0 is the no-effect control and ±100 the full control effect; nearly all actives have a fitted effect of over 80% in size
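Compound-treated chaperonin, 25 nM final, turns over 10 uM ATP at 37°C for 30 min following a 10 min preincubation; ADP generated competes with ADP-d2 for Eu-cryptate antibody, lowering FRET.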
TGFb SMAD3 inh: inhibitors of TGF-b signaling | HepG2 CAGA-GFP TGF-b/SMAD3 reporter, GFP fluorescence, 18 h; TGF-beta stimulated, 500 pg/mL final | AID 588855 | Potency, µM (top dose mostly 46.1 µM), for inactives: top-dose activity, negative = inhibition, hits mostly inhibitors | 1.2% of 410,000 active; further: potency means the concentration at half of the fitted maximal effect; on the % scale 0 is the no-effect control and ±100 the full control effect; nearly all actives have a fitted effect of over 65% in size
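Cell-based qHTS in HEPG2 carrying a CAGA-GFP Smad reporter; compounds added before 500 pg/mL final TGF-beta, 18 h incubation at 37 degrees C, GFP fluorescence quantified per cell by imaging cytometry.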
Nrf2 activator: activates Nrf2 signaling. AREc32 ARE-luciferase reporter (MCF7-derived line), luminescence, 24 h. Potency, µM (top dose mostly 46.1 µM), for the others: at the top dose activation, hits mostly activators. 0.31% of 410,000 active; further: potency means the concentration at half of the fitted maximal effect; % of control where 0% means no effect; nearly all actives have a fitted effect of over 65% in size
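Cells of the AREc32 ARE-luciferase line are plated in OPTI-MEM containing 5% FBS and left overnight at 37 deg C. Compounds are pinned in, incubation continues 24 hr, and firefly luciferase signal is then measured.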
HepG2 tox: kills HepG2 cells in TGF-b inhibitor counter-screen | 0.76% of 410,000 active | HepG2 CAGA-GFP viability, ATP luminescence, 18 h | Potency, µM (series often up to 46.1 µM), inactives show at the top dose activity change, negative = cytotoxicity, usual class: cytotoxic; further: potency means the concentration at half of the fitted maximal effect; some results filed as inactive show a strong effect at the top dose
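HepG2 CAGA-GFP cells (1000/well, DMEM with 1% FBS) received compound, then TGF-beta at 500 pg/mL final, and were incubated 18 hours at 37 degrees C. Viability was read by CellTiter-Glo luminescence. Media-only wells were set as complete cell-killing and DMSO as no toxicity.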
* = called active by the depositor; i = inactive; ? = inconclusive; · = not tested or not shown; & = joins results of further samples; [ ] = dose if it differs, or a comment. Unless noted, the call rests on the fitted dose curve; in most records, active means well fitted curve in the direction sought with a large enough effect; inconclusive means small, poorly fitted or top-dose-only effect, or another doubt; inactive means no such curve, though single readings can be large; an effect the other way counts as inactive or inconclusive.

The line under a structure holds: ATXN viability | CCT chaperon mod | Nrf2 block | A549 viability | Akt phos inh | Mm-Cpn inhibitor | TGFb SMAD3 inh | Nrf2 activator | HepG2 tox
CCNS(=O)(=O)c1ccc(CCC(=O)N2CCN(Cc3ccccc3)CC2)cc1
  i | -1.7 | -9.9% | -2.8% | i | -0.7% | -16.1% | -1.0% | -1.0%
O=C(COC(=O)Cc1ccc(Cl)cc1)Nc1cc(S(=O)(=O)N2CCOCC2)ccc1N1CCCC1
  i | 0.2 | 1.1% | -1.1% | i | ? | 9.4% | -0.8% | 2.4%
CSc1ccc(/C=N/Nc2nc(C)cc(=O)[nH]2)cc1
  i | -0.7 | ? | 0.7% | i | 0.7% | -2.1% | 2.5% | -0.8%
COc1ccccc1OCCNC(=O)CCNC(=O)c1ccccc1OC
  i | -0.3 | 1.6% | 1.7% | i | -1.1% | -2.8% | 0.2% | 3.5%
O=C(O)c1ccc(S(=O)(=O)c2ccc3c(c2)C(=O)N(NC(=O)c2ccncc2)C3=O)cc1
  i | -1.5 | 2.0% | 5.0% | i | 0.5% | 5.8% | -0.9% | 8.7%
CCCOC(=O)Cn1cnc2scc(-c3ccc(OC)cc3)c2c1=O
  i | -1.7 | -13.7% | 3.7% | i | -8.6% | 0.3% | 6.6% | -8.3%
CC1=CC(=NOS(=O)(=O)c2ccc(C)cc2)CC(C)(C)C1
  i | 0.2 | · | · | i | · | -3.6% | 3.9% | -39.4%
CC(C)(C)c1ccccc1NC(=S)NCc1ccccc1
  i | -1.3 | -5.0% | 17.2% | i | 3.2% | -26.2% | -0.3% | -17.2%
Cc1ccc(-n2nc(CO)c(C(=O)NC(C)c3ccccc3)n2)cc1C (configuration not stated)
  · | · | ? | 0.5% | · | · | -23.9% | 1.1% | -21.8%
Cc1c(NC(=O)c2c(N)sc3c2CCCC3)c(=O)n(-c2ccccc2)n1C
  i | 2.2 | 1.1% | -3.3% | i | -0.6% | 9.3% | -0.5% | 1.6%
COC(=O)CN1C(=S)N(c2ccc(F)cc2)C(=O)C1CC(=O)Nc1ccc(F)cc1 (configuration not stated)
  i | 1.2 | -10.7% | -5.4% | i | 0.1% | -1.6% | 3.6% | 15.5%
O=C(COc1ccccc1[N+](=O)[O-])N(Cc1ccco1)C1CCS(=O)(=O)C1 (configuration not stated)
  i | -2.6 | 7.1% | -8.1% | i | 0.3% | -7.6% | -0.7% | -1.8%
CCOC(=O)C1CCN(S(=O)(=O)c2cccc(-c3cn4cc(C)ccc4n3)c2)CC1
  i | -3.7 | ? | -5.4% | i | -23.4% | -40.5% | 0.2% | -26.6%
O=C(Cc1ccc(N2CCNC2=O)cc1)N1CCCC(Nc2cccc(F)c2)C1 (configuration not stated)
  ? | 1.1 | 5.7% | 0.1% | i | 2.0% | ? | 0.4% | -19.8%
Cc1ccccc1C(=O)NC(=S)NCc1ccccc1
  i | 0.4 | 9.8% | 38.5% | i | 0.8% | -0.8% | -0.7% | -10.3%
O=C(Nc1cccc(F)c1)NC1CCCCCCC1
  i | -2.2 | ? | -5.2% | i | -1.2% | 0.0% | -0.2% | -23.7%
COc1cc(NS(=O)(=O)c2ccc(NC(=O)/C(=C\c3ccccc3OC)NC(=O)c3ccccc3)cc2)nc(OC)n1
  i | 0.9 | 7.4% | -2.4% | i | 0.7% | -5.9% | -0.6% | 10.1%
COc1ccccc1C(=O)Nc1c2c(nn1-c1ccc(Cl)cc1)CS(=O)(=O)C2
  i | 0.0 | -11.2% | 4.2% | i | 1.2% | -0.7% | -0.2% | 2.4%
COCc1cccc(-c2csc(C(NC(C)=O)c3cccc(OC)c3)n2)c1 (configuration not stated)
  i | 1.6 | · | · | i | · | 5.6% | -1.2%[9.22 µM] | 8.4%
CC(=O)N1c2ccc(S(=O)(=O)N(C)Cc3ccco3)cc2CC1C (configuration not stated)
  i | 0.4 | ? | 8.3% | i | 1.0% | 5.7% | -0.4% | 0.8%
Cc1ccc(S(=O)(=O)Nc2ccc(Nc3nccn4c(-c5ccccc5Oc5ccccc5)cnc34)cc2)cc1
  i | 0.6 | · | · | i | · | 2.8% | -0.4% | -38.4%
COCC(=O)Nc1cccc(C(F)(F)F)c1
  i | 0.6 | -9.4% | 3.8% | i | 2.7% | 10.3% | -0.9% | 0.5%
CC(=O)Nc1cc(C(=O)OCc2cccc([N+](=O)[O-])c2)ccc1C
  i | 1.1 | 5.0% | 0.1% | i | ? | -15.7% | 0.1% | 4.6%
CCCN(CCC)CCCNC(=O)c1nn(C)c2c1CS(=O)(=O)c1ccccc1-2
  i | · | 31.8% | 1.4% | · | · | 31.6%[activator] | -0.6% | -2.1%
c1ccc(CCC2=NCCn3cccc32)cc1
  i | 3.2&-1.2 | -9.0%&-18.6% | 7.7%&-0.4% | i | -0.4% | -0.7%&6.2% | -0.5%&2.3% | -21.9%&-22.7%
O=C(Cn1c(=O)c2c(ncn2Cc2ccccc2)n(Cc2ccccc2)c1=O)NC1CC1
  i | -1.2 | · | -0.1% | i | -2.6% | -12.8% | -0.8% | -1.5%
CCOc1ccccc1NC(=O)C1CC2CCCC(C1)C2=O (configuration not stated)
  i | 1.6 | 24.1% | ? | i | 1.4% | -0.8% | -0.1% | -3.8%
CCC(C)Nc1nc(N)c([N+](=O)[O-])c(Nc2cc(OC)ccc2OC)n1 (configuration not stated)
  ? | 0.9 | ? | ? | i | -0.5% | ? | 6.4% | 15.9%
CCOC(=O)N1CCc2c(sc(N)c2C#N)C1
  i | -0.7 | 21.9% | 0.5% | i | -1.1% | -15.2% | 0.4% | -4.2%
CC1Cc2ccccc2N1c1ncnc(N)c1[N+](=O)[O-] (configuration not stated)
  ? | -0.3 | 4.61µM* | -14.1% | i | -1.8% | ? | -2.0% | -16.6%
CCN(CC(=O)N1CCc2ccccc2C1)S(=O)(=O)c1ccc2ccccc2c1
  i | -2.4 | · | 2.6% | i | 0.3% | 1.5% | -0.4% | -31.0%
Cc1cc(NC(=O)CSc2sc3c(O)cc(=O)[nH]c3c2C#N)ccc1Br
  i | 0.6 | 1.9% | -10.3% | i | -22.5% | 11.9% | 2.1% | 2.1%
CCCCn1c(CCNC(=O)c2cccs2)nc2ccccc21
  i | 4.3 | -16.3% | -2.2% | i | 1.9% | -8.8% | ? | -9.4%
COc1cccc(C2=NOC(C(=O)Nc3cccnc3Cl)C2)c1 (configuration not stated)
  i | -0.7 | -5.5% | 0.1% | i | 2.0% | -3.2% | -0.2% | -7.2%
O=C(Nc1cccc2ccccc12)NC(Cc1ccccc1)C(=O)O (configuration not stated)
  i | -3.3 | 1.6% | -0.1% | i | -0.7% | 16.4% | 0.4% | 11.1%
CN(C)c1nc2sc3c(c2c(=O)n1C)CC(C)(C)OC3
  i | 1.3 | ? | 0.8% | i | -1.4% | 5.1% | -0.7% | -3.6%
CSc1ccc(C2=C/C(=C3/SC(=S)NC3=O)c3ccccc3O2)cc1
  ? | -1.7 | -2.6% | -10.4% | i | · | -0.3% | 0.0% | -6.8%
Cc1ccc(-n2c(C)cc(/C=N/NC(=O)CN(c3ccc(C)cc3C)S(C)(=O)=O)c2C)cc1
  i | -1.2 | · | 2.8% | i | -1.3% | -5.7% | 3.1% | -26.2%
COc1ccc(OC)c(CNC(=O)C2CCCN(c3ncnc4c3nc3n4CCCCC3)C2)c1 (configuration not stated)
  i | -1.1 | 1.4% | -1.4% | i | -0.6% | -10.1% | -0.4% | -12.9%
O=C(Nc1nc2ccc([N+](=O)[O-])cc2s1)C1CCCO1 (configuration not stated)
  i | -0.3 | ? | -8.9% | i | 0.3% | 15.4% | 3.5% | -5.4%
Cc1ccc(N=Nc2c(N)n(-c3ccccc3)[nH]c2=O)cc1
  ? | 3.6 | ? | ? | i | 0.7% | ? | 1.7% | -29.9%
COc1ccc(CN=C(Nc2ccccc2)SC2CC(=O)N(C)C2=O)cc1 (configuration not stated)
  i | -0.3 | 1.0% | 3.3% | i | 1.4% | 12.6% | 0.5% | 10.7%
O=c1cc(-c2ccccc2)oc2ccc(O)cc12
  · | -0.3 | 18.2% | 0.0% | i | 0.0% | ? | ? | -27.0%
CCOc1ccc(NC(=O)CSc2ccc(-c3sc(-c4ccccc4)nc3C)nn2)cc1
  · | · | ? | 4.0% | · | · | 2.0% | 11.3% | 4.5%
C=CCOn1c(-n2nc(C)cc2C)nc2ccccc2c1=O
  i | -13.4 | -3.8% | -0.1% | i | ? | -8.8% | 0.0% | -3.7%
Cc1nc2ccccc2c(=O)n1-c1ccc(NC(=O)c2ccccc2[N+](=O)[O-])cc1
  ? | · | · | 3.6% | · | · | -10.9% | 3.7% | -14.4%
O=C(COC(=O)c1cccc(S(=O)(=O)NCc2ccccc2)c1)Nc1ccccc1OC(F)F
  i | -4.3 | -2.6% | 0.3% | i | 3.5% | 2.8% | -0.5% | -0.4%
Cc1ccsc1C(=O)OCC(=O)N(Cc1ccccc1)C(C)C
  i | -3.6 | 20.9% | 2.9% | i | 0.7% | 1.5% | -0.3% | -2.8%
O=C(COC(=O)C(Cc1ccccc1)NC(=O)c1ccc(Cl)cc1)c1ccc(Cl)cc1 (configuration not stated)
  i | -0.3 | 9.6% | 8.1% | i | 0.5% | -5.8% | -0.4% | -1.5%
Cc1ccc(NC(=O)COC(=O)CSC(=S)N2CCOCC2)cc1
  · | -0.3 | 3.1% | -4.2% | i | -0.9% | -2.9% | 2.3% | 10.5%
CC(C)COc1ccc(C(=O)Nc2scc(-c3ccc(Cl)cc3Cl)c2C(N)=O)cc1
  i | 3.1 | ? | 6.3% | i | 1.2% | -3.5% | -0.3% | -0.6%
COc1cc(OC)cc(C(=O)N(Cc2cc3cc(C)ccc3[nH]c2=O)C(C)C)c1
  i | 0.5 | ? | -10.9% | i | -2.4% | -15.6% | -0.7% | -14.5%
COc1ccc(CCNc2oc(COc3ccccc3)nc2C#N)cc1
  i | -3.4 | -4.9% | 14.6% | i | 1.6% | -1.7% | 0.4% | -44.0%
